Screening data: PubChem, several laboratories
M5 antag: antagonists of human muscarinic M5 receptor (CHRM5); AID 624040; inhibition, % at 3 µM; 360,000 compounds, 0.59% hits; P08912; CHO-hM5 cells, Fluo-8 calcium fluorescence, ACh EC80;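 active means inhibition above a per-plate cutoff, the mean of that plate's test compounds plus 3 SD, cut at about 27% in these data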;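 further: 0% = acetylcholine EC80 with DMSO and 100% = DMSO without agonist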
Target sequence (P08912 whole entry, looked up): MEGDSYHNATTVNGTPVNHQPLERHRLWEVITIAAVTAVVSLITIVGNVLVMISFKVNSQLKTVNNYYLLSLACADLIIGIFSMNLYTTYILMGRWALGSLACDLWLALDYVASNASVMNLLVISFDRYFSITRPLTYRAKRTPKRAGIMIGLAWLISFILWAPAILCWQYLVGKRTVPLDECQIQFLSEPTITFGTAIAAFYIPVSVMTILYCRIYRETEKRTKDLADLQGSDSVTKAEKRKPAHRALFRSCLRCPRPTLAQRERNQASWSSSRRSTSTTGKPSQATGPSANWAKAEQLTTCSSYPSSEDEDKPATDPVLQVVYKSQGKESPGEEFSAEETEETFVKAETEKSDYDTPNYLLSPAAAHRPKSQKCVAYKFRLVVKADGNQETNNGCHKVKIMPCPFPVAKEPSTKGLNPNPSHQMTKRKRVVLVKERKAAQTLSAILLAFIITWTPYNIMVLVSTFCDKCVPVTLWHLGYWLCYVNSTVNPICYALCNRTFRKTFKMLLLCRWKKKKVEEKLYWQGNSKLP
CHRM4 agonist: CHRM4 agonism in calcium assay | activation, % at 3 µM | 360,000 compounds, 0.14% hits | CHO-K1 hM4/Gqi5, Fluo-8 calcium fluorescence; vehicle 0%, full acetylcholine response 100% | P08173;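 active means activation above the run mean over all test wells plus 3 SD, cut at about 32% in these data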;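 further: peak over basal fluorescence ratio per well then scaled between controls; 0% = DMSO wells and 100% = acetylcholine at EC100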
CHRM4 antagonist: CHRM4 antagonism in calcium assay; CHO-hM4 cells, ACh EC80, Fluo-8 calcium fluorescence; inhibition, % at 3 µM; 360,000 compounds, 0.73% hits;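 active means inhibition above its plate's cutoff, the mean inhibition of sample wells plus 3 SD, cut at about 27% in these data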;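 further: 0% = acetylcholine EC80 with DMSO and 100% = DMSO without agonist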
CHRM4 PAM: potentiates acetylcholine response at human M4 receptor. CHO-K1 hM4/Gqi5, Fluo-8 calcium fluorescence, ACh EC20; 0% = ACh EC20, 100% = maximal ACh. 360,000 compounds, 0.4% hits. activation, % at 3 µM. P08173;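 active means activation above its plate's cutoff, the mean activation of sample wells plus 3 SD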; further: some results filed as inactive read as strong as hits
CRFBP-R2 block: antagonists of CRF-binding protein/CRF-R2 receptor complex; AID 588475; HEK293 CRF-R2/CRF-BP, CRF-induced calcium fluorescence; inhibition, % at 11.8 µM; 350,000 compounds, 0.59% hits;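 active means inhibition of the ligand-induced calcium signal above about 50% at the single tested concentration, limit read from the data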
CRFBP-R2 agonist: CRF-BP/CRF-R2 complex agonism; HEK293 CRF-R2/CRF-BP, calcium dye fluorescence (FLIPR); percent of saturating CRF peptide response; activation, % at 13.2 µM; 350,000 compounds, 0.46% hits; AID 588473;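 active means activation of at least 50%, plus an integration ratio under a set limit after plate pattern correction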;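 further: plate controls were neutral control wells without compound for no effect and CRF at EC100 for full effect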
M5 ag: CHRM5 agonism in calcium assay | activation, % at 3 µM | 360,000 compounds, 0.19% hits | CHO-K1 hM5 cells, Fluo-8 calcium fluorescence; 0% DMSO wells, 100% maximal acetylcholine response | P08912;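 active means activation above the run's mean over test compounds plus 3 SD, cut at about 23% in these data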;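 further: signal is peak over basal fluorescence ratio across the kinetic read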
CHRM5 PAM: potentiates acetylcholine response at human M5 receptor; P08912; CHO-K1 hM5, Fluo-8 calcium, ACh EC20 PAM; 0% = ACh EC20, 100% = ACh EC100; activation, % at 3 µM; 360,000 compounds, 0.3% hits;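 active means activation above the run cutoff, the mean activation of all test compounds plus 3 SD, cut at about 18% in these data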
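system = human M5 receptor in CHO-K1 cells | compound = one concentration, 3 µM final (nominal) | schedule = Post-acetylcholine fluorescence recording 140 s | signal = Fluo-8 calcium dye fluorescence, kinetic read | benchmarks = low control EC20 acetylcholine (0%), high control EC100 acetylcholine (100%) | repeats = singlicate, one well per test compound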
M1 PAM: human CHRM1 positive allosteric modulation | activation, % at 3 µM | CHO-K1 hM1, Fluo-8 calcium fluorescence, ACh EC20; 0% = ACh EC20, 100% = maximal ACh | P11229 | 360,000 compounds, 0.088% hits | AID 588819; in the data active means activation above about 19%, passing the limit was not always enough
Target sequence (P11229 whole entry, looked up): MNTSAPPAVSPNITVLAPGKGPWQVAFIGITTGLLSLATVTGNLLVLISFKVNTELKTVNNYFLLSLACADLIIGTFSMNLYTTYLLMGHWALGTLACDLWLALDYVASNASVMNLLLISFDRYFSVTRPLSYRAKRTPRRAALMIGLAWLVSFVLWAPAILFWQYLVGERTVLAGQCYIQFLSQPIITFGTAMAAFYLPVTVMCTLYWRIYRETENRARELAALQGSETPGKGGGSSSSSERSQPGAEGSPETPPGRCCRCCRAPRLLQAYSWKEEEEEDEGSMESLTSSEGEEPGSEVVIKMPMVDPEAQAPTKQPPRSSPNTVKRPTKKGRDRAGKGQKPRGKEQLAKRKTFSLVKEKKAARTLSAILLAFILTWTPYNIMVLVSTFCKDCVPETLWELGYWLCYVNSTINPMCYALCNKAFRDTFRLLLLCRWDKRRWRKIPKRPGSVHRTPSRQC
* marks the source's active call; other numbers are inactive results; nt = not tested or not shown.

M5 antag | CHRM4 agonist | CHRM4 antagonist | CHRM4 PAM | CRFBP-R2 block | CRFBP-R2 agonist | M5 ag | CHRM5 PAM | M1 PAM | mol
-4 | 8 | -4 | 2 | 1 | -0.1 | 0 | 0 | 2 | CSc1ccc(CN(C)C(=O)CNC(=O)CNS(=O)(=O)c2ccc(C)c(C)c2)cc1
-2 | 1 | -5 | -4 | 12 | -1.0 | -1 | -7 | 8 | CCNS(=O)(=O)c1ccc(CCC(=O)Nc2ccccc2C(=O)OC)cc1
2 | 2 | -2 | -6 | -16 | -0.3 | -5 | -14 | -21 | Cc1cc(Cl)ccc1OC(C)C(=O)Nc1ccc([N+](=O)[O-])cn1 (stereo not drawn)
17 | 1 | 2 | -5 | -8 | -0.3 | -2 | -5 | -6 | CC(NC(=O)c1ccc2c(c1)S(=O)(=O)N=C1CCCCCN12)c1ccc(S(N)(=O)=O)cc1 (stereo not drawn)
1 | 1 | -3 | -3 | 12 | -0.8 | -4 | -5 | 2 | Cn1c(=O)[nH]c(=O)c2c1nc(SCCO)n2Cc1ccccc1Cl
2 | 1 | 13 | 0 | -10 | -0.5 | -4 | -3 | 7 | CC(=O)c1c(C)[nH]c(C(=O)N2CCCCCC2)c1C
5 | 0 | 0 | 0 | -3 | -1.4 | -1 | -8 | 10 | Cc1nnc(SCC(=O)Nc2ncc(Cl)cc2Cl)n1Cc1ccccc1
8 | 19 | -1 | 0 | 43 | -0.5 | 1 | -11 | 1 | CCOC(=O)c1ccc(N=c2sc(C(=O)OC)cc(=O)n2Cc2ccc3c(c2)OCO3)cc1
2 | 9 | -6 | -3 | 0 | -0.4 | 1 | -5 | 1 | COC(=O)CN1C(=O)C(C)(C)Oc2ccc(C(=O)Nc3cccc(OC)c3)cc21
3 | 4 | -4 | 7 | 21 | -2.8 | -3 | 6 | 3 | O=C(CNC(=S)N(Cc1ccccc1)Cc1cccnc1)NCCN1CCOCC1
2 | 1 | 0 | -4 | -4 | -0.8 | -3 | 3 | 6 | COc1ccc(CNC(=O)[C@@H]2CC=C[C@@H]3CCN(C4CCCCC4)C(=O)[C@@H]32)cc1
9 | 1 | 3 | 0 | -13 | 1.3 | -4 | -7 | 2 | COc1ccc(OC)c(NC(=O)NNC(=O)COc2ccc([N+](=O)[O-])cc2)c1
-3 | 2 | 0 | 10 | 8 | 3.8 | -2 | 2 | 3 | COc1ccc(/C=C\C(=O)NCC(=O)N/N=C/c2cccc(OC)c2O)cc1
5 | 1 | 8 | 5 | 30 | 17 | 1 | 0 | -1 | CCOC(=O)c1c(NC(=O)C2C3C=CC(C3)C2C(=O)O)sc2c1CCC(CC)C2 (stereo not drawn)
-5 | 0 | -1 | -1 | -26 | 4.2 | 0 | 9 | 7 | Cc1ccc([C@H]2C[C@H](O)[C@@H](n3cc(-c4ccc(F)cc4)nn3)CN2C(=O)C2CCCCC2)cc1
5 | 0 | -1 | 5 | -41 | 9.1 | -1 | 7 | 6 | Cc1ccc(-n2nnnc2C(=Cc2ccc(N(C)C)cc2)c2nnnn2-c2ccc(C)cc2)cc1
7 | -1 | 1 | 1 | 4 | -0.6 | -3 | -1 | 10 | COc1ccc(/C=C/C2=CC(C)(C)NC(=S)N2)c(OC)c1
-4 | 0 | -9 | -4 | -10 | -2.9 | -2 | 1 | 2 | COC(=O)Nc1nc(C)c(C(=O)c2ccccc2)s1
-1 | 0 | -10 | 5 | 27 | 5.6 | 1 | 2 | 11 | C=CCOc1c2ccc(C(=O)NCc3ccccc3OC)cc2nn1C
12 | 2 | 1 | 2 | -2 | -1.2 | -2 | -6 | -1 | CCc1cc(C(=O)N(C)CC(=O)N(CC(C)C)c2c(N)n(CC(C)C)c(=O)[nH]c2=O)sc1C
10 | 0 | 9 | -2 | -1 | 1.4 | -2 | -2 | 11 | CC(C)Cc1c(O)nc(SCC(=O)N2CCCCCC2)[nH]c1=O
3 | 0 | -2 | 4 | 10 | -0.8 | -2 | -1 | 10 | CC1Cn2c(nc3c2c(=O)[nH]c(=O)n3C)O1 (stereo not drawn)
8 | 1 | 0 | 3 | 9 | -1.1 | -1 | 2 | 8 | COc1cc(C(O)P(=O)(OCC(C)C)OCC(C)C)cc(OC)c1OC (stereo not drawn)
27* | 17 | 9 | -5 | -10 | -0.8 | -1 | -11 | -10 | COc1ccc(-c2cc(C(F)(F)F)nc(S(=O)(=O)CCCC(=O)Nc3cccc(O)c3)n2)cc1OC
-1 | 0 | -1 | -7 | nt | nt | -1 | 0 | -3 | CC1(C(=O)NS(=O)(=O)c2ccc(Cl)s2)CCN1C(=O)Cc1ccc(-c2ccccc2)cc1 (stereo not drawn)
12 | -1 | 6 | 9 | 10 | -0.3 | 0 | -2 | 1 | CCCC(=O)NC(C)C(c1cccs1)N1CCN(c2ccccc2)CC1 (stereo not drawn)
9 | 1 | -16 | -4 | 3 | -0.2 | -1 | 2 | 7 | CCOC(=O)CC(N)c1cccc([N+](=O)[O-])c1 (stereo not drawn)
1 | 1 | -14 | 15 | 7 | 0.3 | 4 | 11 | 8 | O=C(Nc1ccc(C(=O)N2CCCC2)cc1)c1ccccc1[N+](=O)[O-]
-2 | 0 | 7 | -1 | 1 | 0.8 | 3 | 5 | 6 | Cc1cccc(N(CC(=O)N2CCCC2)S(C)(=O)=O)c1
-4 | 1 | -29 | 9 | 10 | 0.1 | -1 | 2 | 7 | CN(C)S(=O)(=O)c1ccc2c(c1)c(=O)c(C(=O)N1CCOCC1)cn2C
-1 | 1 | 8 | -7 | -4 | -1.4 | -6 | -10 | 3 | N#CCCN(C(=O)CN1C(=O)NC2(CCCC2)C1=O)c1ccccc1F
7 | 0 | -8 | 7 | 5 | 0.1 | -2 | 0 | 15 | CC(C)S(=O)(=O)CC(=O)c1ccc(Cl)cc1
7 | 6 | 7 | -8 | nt | nt | -3 | -2 | -6 | CCOC(=O)C(=Cc1ccc(N(C)C)cc1)C(=O)c1ccccc1
8 | 1 | 2 | 1 | -1 | -1.3 | 0 | 3 | 11 | Cc1c(NC(=O)/C=C/c2ccc(S(=O)(=O)N3CCOCC3)cc2)c(=O)n(-c2ccccc2)n1C
-6 | 3 | -8 | 10 | 19 | -1.2 | -1 | 8 | 6 | CC(C)c1nc2cc(C(=O)N(C)Cc3ccc(F)cc3)ccc2o1
-8 | 4 | -9 | 0 | 4 | -3.5 | 3 | 0 | 7 | Cc1ccccc1CN1C(=O)c2ccccc2Sc2ccc(C(=O)O)cc21
5 | 7 | 4 | -4 | -10 | -1.6 | 1 | -10 | -2 | COc1cccc(-c2csc(N3CCN(C(=S)Nc4cccc(Cl)c4)CC3)n2)c1
17 | 19 | 7 | -11 | -9 | 0.1 | 1 | -16 | -16 | CN(C)c1ccc(N2CC(C)(C)C2=O)cc1
-3 | 1 | 0 | 0 | -21 | 0.7 | 1 | 6 | -3 | COc1ccc(NC(=O)C2CCCN2S(=O)(=O)c2ccc3c(c2)CC(C)N3C(C)=O)cc1OC (stereo not drawn)
1 | 1 | 2 | -4 | 1 | -0.9 | 3 | -2 | 9 | COc1ccc(NC(=O)c2sc(NC(=O)C3CC3)nc2C)cc1
1 | 1 | 1 | 17 | -16 | -1.8 | -1 | -2 | 4 | Cc1cc(NC(=O)CSc2nnc(CNc3ccc(F)cc3)n2C2CCCCC2)no1
-4 | 1 | -12 | 11 | 7 | -0.5 | 2 | -1 | -2 | CC(=O)Nc1ccc(C(=O)NN2C(=O)NC3(CCCCC3)C2=O)cc1
0 | -2 | 10 | 18 | 43 | -4.5 | -4 | 8 | 7 | Cc1nc2c(-c3ccccc3)c(C)[nH]n2c(=O)c1Cl
-3 | 0 | -4 | 0 | 12 | 1.1 | -9 | -4 | 5 | COC(=O)C1=C(C)N(C)C(=S)NC1c1ccc(Cl)cc1 (stereo not drawn)
1 | 2 | -3 | 9 | 2 | -1.1 | 4 | 2 | 9 | O=C1COc2ccc(-c3csc(NCCc4ccccc4)n3)cc2N1
5 | 1 | 10 | 0 | 2 | -0.9 | 1 | -1 | 5 | Cc1cccc([N+](=O)[O-])c1NC(=O)CSc1nnc2ccccn12
4 | 1 | 0 | 11 | -7 | 0.7 | -3 | -2 | 7 | CC(C)c1ccc(C(C(=O)NC2CCCC2)N(C(=O)c2csnn2)C2CC2)cc1 (stereo not drawn)
19 | 13 | 8 | -11 | 7 | -0.9 | 7 | -22 | -6 | COc1ccc(-n2nc(C(=O)NCC(=O)NCC3COc4ccccc4O3)c3ccccc3c2=O)cc1OC (stereo not drawn)
-4 | 5 | 0 | -1 | -2 | -0.8 | -1 | 0 | 0 | COc1ccc(C(=O)C2CCCN(Cc3cn[nH]c3-c3ccc(F)cc3)C2)cc1OC (stereo not drawn)
1 | -1 | -10 | -11 | -25 | -1.1 | -7 | -5 | -6 | CC(C)(C)C1CCC(N2CCN(c3ccccc3)CC2)CC1 (stereo not drawn)
20 | 1 | -3 | 14 | 22 | -0.7 | -5 | -7 | -7 | NC(=NC(=O)c1ccccc1)N1N=CCC1c1ccccc1 (stereo not drawn)
1 | 4 | -13 | 0 | -12 | -2.4 | -3 | 0 | 3 | COc1ccc(CNC(=O)C2CC(=O)N(c3ccc(OCC(=O)N4C(C)CCCC4C)cc3)C2)cc1 (stereo not drawn)
-7 | 5 | 0 | -2 | -9 | -0.8 | -1 | 4 | 1 | CCc1ccc(N2CCN(C(=O)c3ccc4c(c3)OCO4)CC2)cc1
2 | 3 | -10 | 10 | 3 | -4.8 | 0 | -3 | 11 | Cc1ccc(S(=O)(=O)N2CCN(c3ccccc3)CC2)cc1C(N)=O
-1 | 2 | -13 | 5 | 4 | -3.7 | -1 | -6 | 6 | Cc1ccccc1Nc1nc(N)nc(COC(=O)c2cccn2C)n1
9 | 0 | 11 | -6 | 2 | -1.0 | -2 | -4 | -5 | O=C(c1ccco1)N1CCN(C(=O)C2CC(=O)N(c3ccc(Cl)cc3)C2)CC1 (stereo not drawn)
-1 | 12 | 7 | 2 | 4 | -1.3 | 4 | 1 | 1 | O=C(C1COc2ccccc2O1)N1CCN(c2ccccc2O)CC1 (stereo not drawn)

One compound at a time, as listed above. Values in the order: M5 antag, CHRM4 agonist, CHRM4 antagonist, CHRM4 PAM, CRFBP-R2 block, CRFBP-R2 agonist, M5 ag, CHRM5 PAM, M1 PAM
N#CCCN(C(=O)CN1C(=O)NC2(CCCC2)C1=O)c1ccccc1F reads -1, 1, 8, -7, -4, -1.4, -6, -10, 3
COc1ccc(CNC(=O)C2CC(=O)N(c3ccc(OCC(=O)N4C(C)CCCC4C)cc3)C2)cc1 (stereo not drawn) reads 1, 4, -13, 0, -12, -2.4, -3, 0, 3

Reprinted at random: three compounds from above, in no set order.
M5 antag | CHRM4 agonist | CHRM4 antagonist | CHRM4 PAM | CRFBP-R2 block | CRFBP-R2 agonist | M5 ag | CHRM5 PAM | M1 PAM | mol
9 | 0 | 11 | -6 | 2 | -1.0 | -2 | -4 | -5 | O=C(c1ccco1)N1CCN(C(=O)C2CC(=O)N(c3ccc(Cl)cc3)C2)CC1 (stereo not drawn)
5 | 1 | 10 | 0 | 2 | -0.9 | 1 | -1 | 5 | Cc1cccc([N+](=O)[O-])c1NC(=O)CSc1nnc2ccccn12
-1 | 1 | 8 | -7 | -4 | -1.4 | -6 | -10 | 3 | N#CCCN(C(=O)CN1C(=O)NC2(CCCC2)C1=O)c1ccccc1F
